Compound activity (PubChem)
ADAM10 inh: inhibits human ADAM10; recombinant ADAM10, EDANS/DABCYL FRET peptide cleavage, 3 h; inhibition, % at 7 µM; 0.62% of 370,000 active; AID 720582;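 active means inhibition above a per-campaign cutoff equal to the mean of compounds falling between control-based bounds plus 3 SD, cut at about 20% in these data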;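 further: 0% = DMSO wells while the 100% control is not disclosed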
rCAG binder: binds r(CAG) RNA repeats; r(CAG) RNA repeat, TO-PRO-1 dye displacement fluorescence; inhibition, % at 3 µM; 1.3% of 370,000 active; AID 651821;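 active means inhibition above the plate cutoff, the mean of all test compounds on that plate plus 3 SD, cut at about 35% in these data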;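 further: 0% = DMSO alone and 100% = 100 µM mitoxantrone as full dye displacement; higher means more dye released from RNA so lower well fluorescence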
ARFGAP1 inh: inhibits rat ARF GTPase activating protein 1 | 0.26% of 360,000 active | Q62848 | Arfgap1-stimulated ARF1 GTP hydrolysis, GDP FP detection | inhibition, % at 16.5 µM;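 active means inhibition above a per-plate limit, mean inhibition of low control wells plus 3 SD, cut at about 25% in these data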;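 further: 0% = DMSO wells with enzyme and 100% = wells lacking Arfgap1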
Target sequence (Q62848 1-136 limits assumed): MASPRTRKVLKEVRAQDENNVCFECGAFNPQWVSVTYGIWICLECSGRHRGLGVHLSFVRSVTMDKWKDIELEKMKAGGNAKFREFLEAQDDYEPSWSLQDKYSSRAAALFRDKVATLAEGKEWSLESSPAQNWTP
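Replicates: Single well per compound | Assay system: Truncated rat Arfgap1 GAP domain | Control set: No-Arfgap1 wells (100%) versus DMSO full-reaction wells (0%) | Times: Enzyme reaction 120 min at 25 °C after 20 min preincubation | Reagent: Human ARF1(Δ1-17)-GTP substrate | Measured by: Tracer-displacement fluorescence polarization with EDTA stop, 620/688 nm | Measure: Percent inhibition of Arfgap1-stimulated GTP hydrolysis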
NPR2 activator: GC-B (human) receptor activation. 0.11% of 370,000 active. P20594. AID 1920062. activation, % at 10 µM. HEK293-GC-B cells, CNP EC30, cGMP TR-FRET; 0% at EC30 CNP, 100% saturating CNP;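 active means activation at 10 µM reaching about 35% in either raw or pattern-adjusted values, limit read from the data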
ASAP1 inh: inhibitors of human ASAP1 ArfGAP activity. Q9ULH1. ASAP1-stimulated ARF1 GTP hydrolysis, GDP FP detection. 0.19% of 360,000 active. inhibition, % at 16.5 µM; in the data active means inhibition above about 25%;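 further: 0% = vehicle with enzyme and substrate and 100% = no enzyme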
Target sequence (Q9ULH1 325-724 limits assumed): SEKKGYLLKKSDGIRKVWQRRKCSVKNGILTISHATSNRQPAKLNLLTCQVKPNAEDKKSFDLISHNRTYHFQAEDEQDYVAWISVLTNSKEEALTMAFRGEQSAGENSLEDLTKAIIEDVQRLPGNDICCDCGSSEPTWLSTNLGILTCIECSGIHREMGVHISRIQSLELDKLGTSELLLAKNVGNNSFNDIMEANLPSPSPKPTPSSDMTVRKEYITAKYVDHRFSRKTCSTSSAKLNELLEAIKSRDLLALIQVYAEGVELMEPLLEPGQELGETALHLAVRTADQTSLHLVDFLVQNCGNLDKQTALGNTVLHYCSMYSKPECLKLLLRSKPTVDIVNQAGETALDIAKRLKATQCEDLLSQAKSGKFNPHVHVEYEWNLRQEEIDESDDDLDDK
sPLA2-III inh: Blocks human group III sPLA2 activity | Q9NZ20 | QFRET BODIPY PC-A2 liposome hydrolysis, fluorescence | inhibition, % at 12.2 µM | 0.56% of 370,000 active | AID 743126;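 active means inhibition above mean plus 3 SD of compounds lying within the high and low control bounds, cut at about 19% in these data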;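 further: 0% = median of test compound wells and 100% = no enzyme DMSO wells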
Target sequence (Q9NZ20 whole entry, looked up): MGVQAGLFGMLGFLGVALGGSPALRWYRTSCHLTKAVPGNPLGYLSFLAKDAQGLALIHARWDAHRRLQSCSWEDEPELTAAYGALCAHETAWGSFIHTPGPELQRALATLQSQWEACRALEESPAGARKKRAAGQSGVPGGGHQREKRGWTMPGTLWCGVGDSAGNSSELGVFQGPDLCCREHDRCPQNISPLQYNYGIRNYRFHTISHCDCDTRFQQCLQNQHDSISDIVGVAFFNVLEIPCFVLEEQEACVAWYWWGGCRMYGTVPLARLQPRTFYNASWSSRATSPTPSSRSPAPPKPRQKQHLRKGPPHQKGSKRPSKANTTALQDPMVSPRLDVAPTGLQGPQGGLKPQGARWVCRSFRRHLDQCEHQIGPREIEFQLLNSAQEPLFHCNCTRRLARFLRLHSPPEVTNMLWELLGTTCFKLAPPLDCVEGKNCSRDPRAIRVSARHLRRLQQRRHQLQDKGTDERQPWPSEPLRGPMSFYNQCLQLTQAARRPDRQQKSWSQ
DDE Tn6 FP inh: inhibitors of Tn6 peptide binding to human fibrin DD(E); 0.21% of 370,000 active; Fibrin DD(E) TRITC-Tn6 fluorescence polarization displacement; P02675; AID 720509; inhibition, % at 8.3 µM;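 active means inhibition above a per-campaign cutoff: mean of compounds within control limits plus 3 SD, cut at about 15% in these data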;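 further: 0% = median of all compound wells on the plate and 100% = blocking peptide control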
FXN GAA850 act: increases GAA850 frataxin promoter reporter activity; HEK293 lucGAA850 FXN promoter luciferase reporter, 24 h; percent of 10 µM SAHA response; 0.56% of 360,000 active; activation, % at 6 µM;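 active means activation above the average of all compounds screened plus 3 SD, cutoff fixed separately per campaign, cut at about 7.5% in these data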;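 further: 0% = DMSO wells and 100% = 10 µM SAHA wells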
proKLK7 act: activators of human kallikrein-7 zymogen | purified proKLK7, EDANS-DABCYL substrate fluorescence; 100% is mature enzyme control, 0% vehicle | activation, % at 7 µM | 0.9% of 370,000 active | AID 652039;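 active means activation above the mean of all tested compounds plus 3 SD, computed per campaign excluding outliers beyond control limits, cut at about 13% in these data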
NPR1 activator: GC-A (human) enzyme activation; P16066; HEK293 GC-A cells, cGMP TR-FRET, EC30 ANP; 0% at EC30 ANP, 100% saturating ANP; activation, % at 10 µM; 0.14% of 370,000 active; in the data active means activation above about 40%
* = called active by the depositor; i = inactive; / = no result given. This is a random part of the collection (roughly 4.5% active in at least one column).

structure,NPR2 activator,DDE Tn6 FP inh,FXN GAA850 act,rCAG binder,NPR1 activator,ADAM10 inh,ARFGAP1 inh,proKLK7 act,ASAP1 inh,sPLA2-III inh
Cc1cccc2nc(CSc3nnc(N)s3)cn12,2,6,3.8,2,4,-1,-11,0.2,-15,0
Cc1ccccc1OCc1nnc2n1CC(C)S2 (stereo not given),-1,-1,-0.8,4,-4,-1,8,0.0,10,8
Cn1c(-c2ccsc2)c(-c2cccs2)c2cc(Br)ccc21,-5,2,-0.5,15,-4,-33,-3,-8.8,-4,12
CC(C)C[C@H](NC(=O)c1nc[nH]c1C(=O)NCc1ccc(CNC(=O)OC(C)(C)C)cc1)C(=O)OCc1ccccc1,4,-3,0.1,0,-6,-4,20,-0.3,-7,5
COc1cccc(-n2cc(CNC(=O)C3CCC(=O)N(C4CC4)C3)cn2)c1 (stereo not given),1,-5,-0.1,-2,3,2,0,-0.3,-8,14
COCCCN1C(=O)C(CC(=O)NCc2ccco2)CC(C(=O)N(C(C)C)C(C)C)=C1C (stereo not given),1,0,/,-1,3,-4,1,-0.2,2,-3
CN(CC(=O)Nc1cccc(F)c1)C(=O)c1ccccc1-n1cnnn1,5,-2,0.2,-1,1,-14,-8,0.0,-3,9
Cc1coc2cc3oc(=O)c(CCC(=O)N4C[C@H]5C[C@@H](C4)c4cccc(=O)n4C5)c(C)c3cc12,9,7,-1.6,-2,4,-313,2,4.8,9,3
CCN1C(=O)[C@@H]2[C@H](C1=O)[C@@H]1CC(C(=O)OC)=C[C@@H](C(=O)OC)C3C1=C(C(=O)C3(CC)CC)[C@@H]2C (stereo not given in full),4,-3,/,-2,4,0,-12,1.3,-2,5
CCC1=C(OC(=O)N(CC)CC)N2C(=O)OC(=NCC(=O)OC)[C@]2(C)[C@H]2C1=CC[C@H]1C(=O)NC(=O)[C@H]12,9,-4,-1.0,8,0,-7,7,0.1,3,-6
O=C(CSc1nc2ccccc2nc1N1CCCCC1)Nc1ccc(F)cc1,9,-7,1.1,1,3,-21,-5,-0.3,-2,11
O=C(Nc1ccccc1C(=O)NCCc1ccccc1)c1ccco1,4,-7,2.7,-3,3,5,6,0.1,5,-5
Cc1cc(C)c(S(=O)(=O)Nc2ccc(C(N)=O)cc2)c(C)c1,0,3,1.0,2,-5,15,-2,1.0,6,1
Cc1[nH]c(=O)[nH]c(=O)c1S(=O)(=O)Nc1ccc(F)c([N+](=O)[O-])c1,3,2,1.8,4,0,1,2,0.1,4,-3
O=C(/C=C/c1ccc(F)cc1)NCC1(c2ccccc2)CCOCC1,0,1,-1.9,-8,-3,-5,1,0.2,3,7

Other structures follow.
structure,NPR2 activator,DDE Tn6 FP inh,FXN GAA850 act,rCAG binder,NPR1 activator,ADAM10 inh,ARFGAP1 inh,proKLK7 act,ASAP1 inh,sPLA2-III inh
Cc1ccc(C)c(N2CCN(CCCNC(=O)Cn3cc4c(n3)CCC(C)C4)CC2)c1 (stereo not given),-13,-2,-0.9,-1,-13,-12,-9,1.2,4,-5
O=C(OCCN1CCOCC1)c1ccc(Cl)cc1Cl,1,2,1.5,0,5,4,-7,-1.1,1,0
COCCN1C(=O)C(O)=C(C(C)=O)C1c1ccc(F)cc1 (stereo not given),3,3,-0.6,1,7,-4,13,0.9,3,-5
Cc1cc(C(N)=O)nn1-c1c(Cl)cc(Cl)cc1Cl,0,-1,3.2,0,2,5,0,0.9,6,-1
Cc1ccc(NC(=S)N2CCC(NC(=O)c3cccc(F)c3)CC2)cc1,-1,3,-0.3,14,-3,-2,-2,0.0,-11,2
CCOc1ccc(N2CC(C(=O)Nc3ccc(N4CCOCC4)cc3)CC2=O)cc1 (stereo not given),-5,-9,-3.4,-2,-2,0,-6,-0.1,-7,4
O=c1[nH]c(=S)[nH]c2c1C(c1ccc(F)cc1)OC(CCc1ccccc1)C2 (stereo not given),-8,-2,/,12,-4,4,7,0.2,5,1
O=C(CCN1CCN(c2ccc(F)cc2)CC1)Nc1ccc(F)cc1,0,-2,-1.7,-3,0,-1,-14,0.2,6,-9
Cc1ccc(CN2CCC(C(=O)Nc3ccc(Oc4cccnc4)cc3)CC2)cc1,-1,0,-2.2,-9,2,11,2,-0.5,-12,-10
O=C(CCc1ccccc1)NNC(=O)Nc1ccccc1,1,1,-0.5,1,3,2,-6,0.0,2,1
C[C@@H]1CN([C@H](C)CO)C(=O)c2cc(Br)cnc2O[C@@H]1CN(C)Cc1ccc(-c2ccccc2)cc1,-9,6,-1.6,3,-8,-4,1,0.2,1,0
COc1ccc2sc(-c3ccc(N(C)C)cc3)c(C#Cc3cncn3C)c2c1,-12,3,1.2,15,9,i,9,-59,7,1
COc1ccc(NC(=O)COn2nnc3ccc(Cl)cc32)cc1OC,-10,-3,-1.6,-2,-3,11,3,0.1,3,-1
CCCNC(=O)c1onc(CSc2cccc(OC)c2)c1C(=O)NCCC,0,5,1.2,-8,7,3,18,0.1,-7,1
COCCNC(=O)[C@@]1(Cc2ccccc2)C=C[C@@H](C)N1C(C)=O,3,4,2.4,1,0,4,7,0.0,5,-1

(next part)
structure,NPR2 activator,DDE Tn6 FP inh,FXN GAA850 act,rCAG binder,NPR1 activator,ADAM10 inh,ARFGAP1 inh,proKLK7 act,ASAP1 inh,sPLA2-III inh
O=C(Nc1cccc(S(=O)(=O)N2CCCCC2)c1)C1CC(=O)N(Cc2ccco2)C1 (stereo not given),5,-2,0.3,4,1,-3,3,-0.2,1,-11
O=C(NCCOc1ccccc1Cl)C(=O)Nc1ccccc1,-2,5,1.0,-3,3,-9,5,-0.3,-6,9
O=C(COc1ccccc1)N(Cc1cc2ccccc2[nH]c1=O)CC1CCCO1 (stereo not given),2,1,-1.8,-4,-6,-10,4,0.7,-3,6
Cn1nnnc1SCC(=O)N1CCN(S(=O)(=O)c2ccc(Cl)cc2)CC1,-4,1,0.0,-4,4,2,-4,-1.2,11,-4
C/C(=N/Nc1ccnc2cc(Cl)ccc12)c1ccc(N)cc1,-13,-9,0.6,12,0,-5,2,1.0,6,-5
CCN(CC)CCCN(C(=O)c1ccc(OC)cc1)c1nc(-c2ccc(OC)cc2)cs1,-11,-9,-1.4,-2,-18,7,4,0.1,0,-5
O=C(CSc1ccc(-c2ccncc2)nn1)c1ccc(Cl)cc1,-12,1,1.9,1,-3,6,-3,0.1,-4,-32
Cc1nc2ccc(NC(=O)N3CCOCC3)cc2nc1C,/,-3,0.9,0,/,i,-2,5.0,7,1
CC1CC(=O)c2cnc(N)nc2C1 (stereo not given),-1,4,0.5,1,1,7,4,-0.2,-2,0
CCn1nc(C(=O)OCC(=O)N2CCc3ccccc32)c2ccccc2c1=O,5,0,-0.6,-1,4,1,2,-0.5,15,0
O=C(O)c1nn(Cc2csc(-c3ccccc3)n2)c(=O)c2ccccc12,5,4,3.0,0,-1,-4,4,-0.3,5,-2
C=CCn1c(=N)c(C(=O)NCCCOC)cc2c(=O)n3cccc(C)c3nc21,-5,0,-1.7,3,6,i,-12,120*,-3,-4
CN(C(=O)COc1cccc(Br)c1)C1CCS(=O)(=O)C1 (stereo not given),-2,-3,2.3,-2,1,0,4,-0.1,-7,2
CNC(=O)CCc1nc(-c2ccc(C(C)C)cc2)no1,-3,11,/,/,-4,-4,/,/,/,0
O=C(CNC(=O)c1cccnc1)N/N=C/c1cc(Br)c(O)c(Br)c1,-7,0,-0.1,-3,3,-59,11,0.1,3,7

The closing two entries of the part above open the next one:
structure,NPR2 activator,DDE Tn6 FP inh,FXN GAA850 act,rCAG binder,NPR1 activator,ADAM10 inh,ARFGAP1 inh,proKLK7 act,ASAP1 inh,sPLA2-III inh
CNC(=O)CCc1nc(-c2ccc(C(C)C)cc2)no1,-3,11,/,/,-4,-4,/,/,/,0
O=C(CNC(=O)c1cccnc1)N/N=C/c1cc(Br)c(O)c(Br)c1,-7,0,-0.1,-3,3,-59,11,0.1,3,7
CC(=O)c1cc(C#N)c(NCc2ccccc2)nc1C,4,5,3.3,-2,-2,0,8,0.2,-3,-1
CC1CCN(CC(=O)Nc2ccc(S(=O)(=O)N3CCC(C)CC3)cc2)CC1,3,3,1.2,-7,-1,2,0,-0.1,9,-9
Cc1cc(-n2c(C)c3c(C)nnc(C)c3c2C)ccc1N,2,-7,/,9,2,-18,16,0.1,9,17
COc1ccccc1CNc1nc(NCc2ccccc2OC)c2sccc2n1,-3,-5,-3.2,4,-7,-3,4,-0.4,-12,-1
Cc1ccn(-c2ccc([N+](=O)[O-])cc2)n1,-5,1,0.3,-2,6,5,-14,0.3,2,4
CCCc1c(C)nc2c(Br)cccc2c1Cl,-2,-3,1.3,-1,-2,-1,9,-0.2,-3,10
CC1(C(=O)Nc2ccc(F)cc2F)CCN1C(=O)Cc1ccccc1 (stereo not given),2,-3,1.7,1,4,2,-13,-0.2,0,3
O=C(OCc1nnc(-c2ccc(Br)cc2)o1)c1ccco1,-4,4,1.3,-4,-4,0,12,0.2,-5,-2
O[C@H]1CN(Cc2cccs2)[C@@H](c2ccccc2)C[C@@H]1n1cc(-c2ccc(F)cc2)nn1,-8,-1,0.0,7,-5,-14,7,-0.3,14,1
Cc1cc(=O)oc2cc(OCC(=O)N3CCOCC3)ccc12,-2,-2,-1.6,8,0,-89,3,-1.9,-7,-2
Cc1ccc(S(=O)(=O)/N=C(\N)c2ccc(F)cc2)cc1,4,-10,0.7,0,4,-11,18,-0.3,15,5
COc1ccc(C2C(C(=O)Nc3cc(OC)c(OC)c(OC)c3)c3ccccc3C(=O)N2C)cc1OC (stereo not given),-3,4,-0.2,-3,2,4,0,0.4,-4,5
O=c1c(CO)cc(CO)cc(CO)c1O,1,8,-0.6,4,-2,-4,6,0.7,-4,-13
COc1ccc(NC(=O)N(C)C[C@H]2OCCCC[C@@H](C)Oc3ccc(NC(=O)c4ccccc4)cc3C(=O)N([C@H](C)CO)C[C@@H]2C)cc1,5,-5,-7.2,13,2,-9,2,0.7,6,3
CN(CC(=O)NCc1ccc(F)cc1)Cc1cccc(Cl)c1,0,2,0.1,-5,1,5,9,0.5,-21,-6

(continued)
structure,NPR2 activator,DDE Tn6 FP inh,FXN GAA850 act,rCAG binder,NPR1 activator,ADAM10 inh,ARFGAP1 inh,proKLK7 act,ASAP1 inh,sPLA2-III inh
CC(=O)c1cc(-c2nc3ccccc3n2C)n(C)c1,1,3,-2.7,-1,2,-1,-2,-0.1,3,-3
CC(NCC(=O)Nc1cc(Cl)cc(Cl)c1)c1ccccc1 (stereo not given),-2,1,-0.3,-6,-12,-3,4,0.7,14,3
Cn1nccc1-c1coc2c(C(=O)NCc3ccccc3)cccc12,5,1,1.7,0,6,4,-7,0.1,5,-4
COc1ccc(NC(=O)CN(C)S(=O)(=O)c2ccc3[nH]c(=O)oc3c2)cc1,0,-1,-1.7,8,-2,-2,-14,-0.4,0,-12
COc1ccc(C(=O)NC(=S)Nc2ccc3oc(=O)ccc3c2)cc1,-5,-12,-1.4,0,-1,0,14,-0.2,59*,1
O=C(O)CNC(=O)/C(=C\c1ccc2c(c1)OCO2)NC(=O)c1ccc(Br)cc1,-2,-6,2.3,8,-3,-2,-5,-0.5,-3,-5
O=C(NCC(=O)N1CCN(c2ncc(C(F)(F)F)cc2Cl)CC1)c1ccc(Br)o1,0,-3,2.4,-9,-1,-4,-2,0.0,1,-2
CC(=O)c1c(C)[nH]c(-c2ccccc2)c1C,3,0,1.7,0,5,-1,-3,0.3,11,28*
